# Compound activity: PubChem BioAssay, several laboratories
# T cell HTS: modulators of CD8 T cell-vesicle binding, primary screen, mouse 2C CD8+ T cells, flow cytometry. calls only at 7 µM. 330,000 tested, 0.068% active. AID 2052, 2009. 2C CD8+ T cell-vesicle binding; stronger effect = lower value;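 active = response, share of CD8 T cells binding vesicles, and their 90th percentile fluorescence all below set limits, cut at about 80% in these data, passing the limit was not always enough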
#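 Also added: QL9-peptide-loaded Drosophila micro-vesicles bearing Ld, ICAM-1 and B7-1; Test system: purified 2C TCR transgenic mouse naive CD8+ T cells; Measured by: cytometric PE anti-B7-1 and Alexa647 anti-CD8 signals after 1% paraformaldehyde fixation; Timing: binding step 1.5 h, 37 °C, antibody labelling 20 min, ice.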
# TNAP activation fold: human TNAP enzyme activators, primary screen, biochemical, luminescent, no phosphate acceptor, uHTS (AID 1001); purified TNAP, luminescent activation assay, no phosphate acceptor; higher activation fold means a stronger effect; Alkaline phosphatase, tissue-nonspecific isozyme (Homo sapiens); one-dose activation fold at 20 µM; EC50 in µM for titrated hits; 200,000 tested, 0.03% active; in the data active = activation fold from about 3, or a potency from the dose series; inactive = the rest, 99 in 100 with activation fold below about 1.6; also: many of its hits are not listed in these tables
# Dynein cargo inh: inhibitors of GR-EGFP nuclear translocation, primary screen, dynein cargo transport inhibitor project, imaging, high-content, 3617.4 mouse cells. test concentration mostly 20 µM; stimulated with dexamethasone, 1 µM; stronger effect = lower value. z-score, hits read low. 220,000 tested, 0.47% active;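 active = plate z-score of nuclear minus cytoplasmic receptor signal below a set negative limit, without overly bright fluorescence or cell loss, cut at about -3.5 in these data, passing the limit was not always enough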;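 also: z-score of nuclear minus cytoplasmic ring GR-EGFP intensity difference per well; some compounds called inactive have numbers as strong as hits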
#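 Also added: dexamethasone, 1.0 µM final. Medium: tet-free, stripped-serum medium. Detection: fixed, Hoechst-stained cells imaged at 10x for EGFP. Read-out: nuclear-to-cytoplasmic GR-EGFP distribution per well. Times: induction 48 h, compound 1 h, agonist 30 min.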
# PMI inhibitors: inhibitors of human PMI, primary screen, biochemical, fluorescence intensity, coupled assay (AID 1209) | Mannose-6-phosphate isomerase (Homo sapiens) | purified PMI enzyme, coupled fluorescence intensity; higher % means a stronger effect | inhibition, % at 20 µM; hits with a dose series show IC50 in µM | 190,000 tested, 0.42% active; in the data active = inhibition above about 50%;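 also: plate controls were DMSO vehicle for no effect and wells lacking substrate for full effect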
# MT stabilize HCS: microtubule stabilizers in HeLa cells, primary screen, imaging, high-content imaging. 200,000 tested, 0.83% active. % tubulin-high responders, % at 10 µM. HeLa tubulin immunostaining HCS, 24 h; share of cells brighter than vehicle mean+2SD;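 active = plate Z-score above 3 for both tubulin-high and condensed-nucleus cell shares, with cell loss under 80%, at 10 µM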;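 also: anti alpha tubulin signal scored within the nucleus-defined area of each cell; some results filed as inactive read as strong as hits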
# bCat nuc transl: modulators of beta-catenin nuclear translocation, primary screen, imaging, HeLa cells, immunofluorescence, high-content. nuclear translocation activity, % at 5 µM. 190,000 tested, 0.3% active. AID 1665, 2009;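 active = nuclear translocation activity above 50% at 5 µM, with a well cell count of 50 or more; inconclusive = wells under 50 cells across six images, flagged as toxic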;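 also: per-cell ratio of nuclear to cytoplasmic median beta-catenin stain intensity; plate controls were DMSO negative control for no effect and GSK-3 inhibitor IX positive control for full effect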
#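 test system = HeLa cells, endogenous beta-catenin | dosing = single 5 µM dose plus 0.02–20 µM confirmation series | times = compound treatment 24 h, 37°C, 5% CO2 | technique = beta-catenin immunofluorescence imaging with DAPI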
# Myeloid diff MLP: induction of myeloid progenitor differentiation, primary screen, cell-based, flow cytometry, MLPCN library; ER-HoxA9 myeloid progenitors, lysozyme-GFP differentiation; calls only at 10 µM; 360,000 tested, 1% active;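 active = normalized GFP-positive differentiation at or above the plate's own cutoff, the solvent-only control mean plus 3 SD; inconclusive = no clear call, values can overlap the other calls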;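 also: cells exposed to compound for four days before flow analysis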
# Hep lipid drop: inhibitors of hepatocyte lipid droplet formation, primary screen, imaging, high-throughput imaging, BODIPY stain. AML12 mouse hepatocytes, oleate lipid droplets. inhibition, % at 6.5 µM. 240,000 tested, 0.4% active. AID 1656, 2009;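 active = lipid droplet intensity inhibited by at least 50%, with more than 500 cells counted; inconclusive = wells with under 300 cells, treated as cytotoxic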
#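 Assay system: AML12 mouse liver cells | Compound dosing: One dose, 6.5 µM compound | Read-out basis: Droplet intensity reduction, % inhibition | Measured by: Fluorescence imaging, 20x objective, two fields per well | Schedule: Overnight treatment with compound plus oleate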
# Insulin prom up: insulin promoter activators in MIN6 cells, imaging, high-content screening, mouse beta cells; MIN6 insulin promoter-GFP reporter; stronger effect = higher value; 190,000 tested, 0.3% active; AID 1625, 2009; z-score at 5 µM;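 active = z-score above 3 at 5 µM with at least 500 cells counted in the well; inconclusive = wells under 500 cells, flagged as cytotoxic or low count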
# Dynein cargo inh cytoplasmic EGFP: further read-out of Dynein cargo inh, marked with its call; z-score; measured here: cytoplasmic GR-EGFP intensity; stronger effect = higher value
# Dynein cargo inh nuclear GR-EGFP: second read-out of Dynein cargo inh, no call of its own (marks repeat the call); z-score; measured here: nuclear GR-EGFP intensity;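 lower value marks the stronger effect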
# Dynein cargo inh cell count: also measured in Dynein cargo inh; calls as there; z-score; measured here: cell count per field
# Insulin prom up cell count: further read-out of Insulin prom up, marked with its call; cell count; measured here: cytotoxicity, nuclei count;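 total cells summed across four imaged fields per well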
# Hep lipid drop cells 6.5 µM: also measured in Hep lipid drop; calls as there; cell count; measured here: cell count, cytotoxicity flag;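 cells counted across two imaged fields per well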
# bCat nuc transl cell count 5 µM: also measured in bCat nuc transl; calls as there; cell count; measured here: cell count, cytotoxicity flag
# T cell HTS vesicle-bound %: further read-out of T cell HTS, marked with its call; double positive events, %; measured here: CD8+ vesicle-bound cell fraction;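 binding gate set so that unloaded-vesicle control wells show 10% double positive cells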
# MT stabilize HCS Hoechst-high %: second read-out of MT stabilize HCS, no call of its own (marks repeat the call); % Hoechst-high responders; measured here: nuclear condensation Hoechst responders;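 share of cells brighter than vehicle mean plus two SD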
# MT stabilize HCS cytotoxicity %: further read-out of MT stabilize HCS, marked with its call; toxicity, %; measured here: cytotoxicity by cell density;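 0% = mean cell density of plate MIN control wells and 100% = no cells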
# Myeloid diff MLP GFP+ MAC1+ %: second read-out of Myeloid diff MLP, no call of its own (marks repeat the call); GFP+ MAC1+ double positive, %; measured here: differentiation confirmed by MAC1 staining
# An asterisk follows results filed as active; i = inactive; u = inconclusive; x = not tested or not shown. Compounds as they come (roughly 3% active in at least one column).
SMILES,T cell HTS,T cell HTS vesicle-bound %,TNAP activation fold,Dynein cargo inh,Dynein cargo inh cytoplasmic EGFP,Dynein cargo inh nuclear GR-EGFP,Dynein cargo inh cell count,PMI inhibitors,MT stabilize HCS,MT stabilize HCS Hoechst-high %,MT stabilize HCS cytotoxicity %,bCat nuc transl,bCat nuc transl cell count 5 µM,Myeloid diff MLP,Myeloid diff MLP GFP+ MAC1+ %,Hep lipid drop,Hep lipid drop cells 6.5 µM,Insulin prom up,Insulin prom up cell count
CCCS(=O)(=O)c1c(S(=O)(=O)CCC)c2c(C)cccn2c1C(=O)N/N=C/c1cc(O)cc(O)c1,i,29,1.2,-0.91,-0.28,-0.24,0.41,13%,5.4,4.1,18,-1.6,1043,i,1.2,20,723,-0.72,1195
CCCCNC(=O)Nc1ccccc1Br,i,37,1.1,-0.43,-0.28,-0.31,0.15,-3%,1.3,2.7,6.9,x,x,i,0.7,-5,713,-0.3,1227
O=C(CN1CCC(O)(c2ccccc2F)CC1)NCCc1c[nH]c2ccccc12,i,32,1,2,-0.31,1.4,-1.7,-3%,6.2,1.9,1.2,0.0,1374,i,1.9,x,x,-0.17,1243
O=C1NC(c2ccc(Cl)cc2)=COc2ccccc21,i,31,1.1,0.044,-0.37,-0.32,0.37,-4%,6.6,1.5,1.9,4.0,1106,i,0.5,-3,696,0.22,1282
Nc1nnc(SCC(=O)Nc2ccc3c(c2)OCCO3)s1,i,56,1.1,0.036,0.19,-0.15,0.57,-3%,0.7,1.1,9.0,-4.8,1212,i,1.5,-1,752,-0.47,969
Cc1ccc(N=CC2=C(O)CC(c3ccc(Cl)cc3)CC2=O)cc1 (stereo not drawn),i,17,1.1,-0.68,-0.28,-0.69,0.95,-2%,2.6,3.1,2.0,0.4,1010,i,0.5,-13,639,0.08,1357
C=C1CCN([C@H](C(=O)NCc2ccc(Cl)cc2)C(C)C)S(=O)(=O)c2ccccc21,i,16,x,-0.35,0.44,0.22,-0.32,x,x,x,x,1.0,1103,i,3.2,x,x,0.19,891
CN(Cc1ccccc1)C(=S)Nc1cccnc1,i,55,1,1.4,-0.37,0.46,-0.62,1%,3.9,2.7,8.3,0.5,1101,i,0.6,-2,671,0.04,1281
O=C(N/N=C/c1ccc(Cl)cc1)c1cc(-c2cccnc2)nc2ccccc12,i,53,1,-0.38,-0.32,-0.069,0.2,-29%,14,68,36,-0.7,1118,i,1.4,-107,401,0.18,1263
CC(c1nnc(SCC(=O)Nc2ccc3[nH]c(=O)[nH]c3c2)n1Cc1ccccc1)N(C)C (stereo not drawn),i,13,1.1,-0.11,0.74,0.91,-0.012,4%,2.2,2.4,6.6,-0.5,1089,i,1.2,x,x,-0.12,1076
Cc1ccc(C(=O)Nc2sc3c(c2C(=O)O)CCCCC3)o1,i,18,1,2.5,-0.18,1.6,-2.8,-3%,7.6,2.1,5.5,-1.0,819,x,x,x,x,0.9,1164
COC(=O)C(CCSC)NC(=O)c1cc2c(n(-c3ccccc3)c1=O)CCCC2=O (stereo not drawn),i,5,1.1,0.15,-0.35,-0.0032,0.86,x,3.6,1.8,7.4,-1.1,1532,i,0.1,-2,731,0.24,1386
NS(=O)(=O)c1ccc(NC(=S)Nc2ccc(Br)c(Cl)c2)cc1,i,67,0.8,2.8,-0.21,0.88,-0.95,7%,2.8,1.3,11,-1.0,1184,i,0.3,-3,719,0.3,1228
O=C(/C=C/c1cccc([N+](=O)[O-])c1)c1ccc2c(c1)OCCO2,i,63,1.2,-2.5,-0.033,-0.9,0.74,14%,1.9,1.2,3.8,-2.6,1140,i,1.1,-2,582,x,x
Cc1ccc(S(=O)(=O)NNC(=O)c2cnn(-c3ccccc3)c2C(F)(F)F)cc1,i,29,x,-0.96,-0.21,-0.59,0.62,x,x,x,x,1.5,1345,i,0.9,-13,671,-0.16,1100
COc1cc(-c2nc(-c3ccc4c(c3)-c3ccccc3S4(=O)=O)c(-c3ccccc3)[nH]2)cc(OC)c1O,i,40,1.1,-0.71,-0.14,-0.25,0.42,4%,1.6,0.8,7.9,x,x,i,0.5,14,733,-2.5,852
COc1ccc(C(C(=O)NC2CCCCC2)N(C(=O)CCl)c2ccc(C)cc2)cc1 (stereo not drawn),i,67,2,-1.3,0.021,-0.25,0.57,-14%,5.1,6.4,5.9,1.4,787,u,x,4,699,-0.38,952
CC(C)(C)c1ccc(OC(=O)c2ccc(-n3cncn3)nc2)cc1,i,12,1,-0.74,-0.23,-1,1,-10%,1.1,1.5,4.7,-2.3,1072,x,x,-26,712,-1.3,1217
Cc1ccc(NC(=O)Nc2cccc([N+](=O)[O-])c2)nc1,i,35,1.1,-0.017,-0.31,0.037,0.29,-7%,5.1,1.9,4.3,2.0,1086,i,0.2,12,689,-1.1,1190
COc1ccc(CNC(=O)CCc2nc3cc(S(=O)(=O)N(C)C)ccc3n2C)cc1OC,i,24,1.1,2.1,-0.36,0.17,0.51,2%,2.2,2.5,5.9,-1.7,1128,i,0.3,6,678,-0.11,1322
CCN(CCNC(=O)CN(C)S(=O)(=O)c1cccc2nsnc12)c1ccccc1,i,38,1,0.038,0.033,0.23,0.059,3%,1.5,1.1,8.6,x,x,i,10,0,798,0.66,862
Cc1ccc(Cn2cnc3c(nnn3Cc3ccc(Cl)cc3)c2=O)cc1,i,20,1,0.24,-0.3,0.24,0.6,9%,5.3,3.5,6.3,-0.4,1345,i,9.0,x,x,-0.17,1730
C#CCOCCOCCOCCNc1nc(N2CCN(C(=O)[C@H]([C@@H](C)CC)n3cc(CCC(=O)O)nn3)CC2)nc(N2CCN(C(=O)[C@H](C)n3cc(CCCN=C(N)N)nn3)CC2)n1,x,x,1.1,0.26,-0.2,0.54,0.23,-23%,2.5,1.5,5.2,x,x,i,2.0,-3,732,0.2,1322
CC(C)Cn1c(-c2ccccc2)nc(=S)c2c1CCCC2,i,22,1,-0.83,0.045,-0.17,1,-4%,2.6,1.7,7.2,-4.4,1169,i,0.5,-2,727,-0.11,898
O=C(/C=C/c1ccc(Br)o1)NCCCN1CCOCC1,i,50,1.1,0.62,-0.29,0.25,0.1,-23%,4.7,2.6,6.3,7.2,1050,i,0.5,6,710,0.34,1036
CC(CCc1ccccc1)NS(=O)(=O)c1ccccc1 (stereo not drawn),i,34,1.1,-0.21,-0.26,-0.51,1.1,15%,0.6,1.5,12,-1.4,1299,i,0.5,x,x,-0.24,1311
COc1ccc(C2C(C(=O)c3cc4cccc(OC)c4o3)=C(O)C(=O)N2CCCN(C)C)cc1OC (stereo not drawn),x,x,1.1,x,x,x,x,-8%,x,x,x,-4.1,956,x,x,x,x,0.61,1161
O=C(CCS(=O)(=O)c1cccc2nsnc12)NCc1ccccc1,i,6,1.1,-1,-0.042,-0.12,0.44,-4%,2.3,0.8,23,3.7,551,i,0.5,-14,728,x,x
CC1=C(C(=O)NC(C)CCc2ccccc2)C2(CCC(C)CC2)OC1=O (stereo not drawn),i,61,1.1,-0.1,-0.26,-0.25,0.52,5%,1.6,2.1,6.2,-0.1,1136,i,1.1,6,761,-0.04,1219
COc1ccc(NC(=S)Nc2cc(C(F)(F)F)ccc2F)cc1,i,31,1,0.16,-0.24,0.35,-0.32,-1%,1.5,1.6,0.1,1.1,1066,i,0.1,23,659,-0.73,1577
O=C(Cn1cc2c(n1)CCCC2)NCC1CCCO1 (stereo not drawn),i,48,1.1,0.32,-0.26,0.21,0.047,3%,4.2,1.9,2.5,x,x,i,1.8,x,x,-0.05,925
O=C(Cn1nnc(-c2ccccc2)n1)NNC(=O)c1ccccc1,i,38,1.3,0.14,-0.4,0.76,0.21,2%,0.6,3.1,7.5,2.3,995,i,0.1,6,697,0.19,1156
CCC1(C)Cc2c(sc3nnn(CC(=O)Nc4cccc5ccccc45)c(=O)c23)CO1 (stereo not drawn),i,9,1.1,0.26,-0.19,0.66,0.089,4%,1.9,1.8,6.8,0.0,1357,i,4.2,x,x,0.54,1573
